# ARNT TACC3 PPI = disruptors of human ARNT/TACC3 interaction; Q9Y6A5; AlphaScreen His-ARNT PAS-B/GST-TACC3 binding, luminescence; TACC3 fragment carries E629A point mutation; inhibition, % at 9.99 µM; 390,000 tested, 0.66% active;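 active = mean inhibition of replicates at least 50% and at least half of replicates each reaching 50%; inconclusive = half or more replicates reach 50% but mean below 50%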;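 note: 0% = complete ARNT plus TACC3 wells and 100% = ARNT alone without TACC3; many hits fall short of the cut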
# PAX8 inh HTS = inhibitors of PAX8 transcriptional activity in RMG-I cells; RMG-I TPO-luciferase reporter, SteadyGlo, 24 h; inhibition, % at 12.6 µM; 360,000 tested, 1.2% active; AID 652154;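 active = mean replicate inhibition at least 60% with every replicate also reaching 60%; inconclusive = only one of the two criteria is met; inactive = mean below 60% and not all replicates reaching 60%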;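 note: luciferase light reporting Pax8 driven TPO promoter activity; plate controls were median of neutral control wells for no effect and mitoxantrone controls for full effect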
# Xi reactivation = reactivates the inactive X chromosome in mouse fibroblasts. XiGFP mouse fibroblasts, % GFP-positive cells imaging, 3 d; cells co-treated with 5-aza-dC sensitizer; scaled so ellipticine positive control = 100%. activation, % at 7.58 µM. 360,000 tested, 0.055% active. AID 743238;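 active = mean normalized replicate activation at least 10% and every replicate at or above 10%; inconclusive = only one of the two criteria met; inactive = mean below 10% and not all replicates reach 10%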;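 note: 0% = median of on-plate neutral control wells and 100% = ellipticine 6 µM median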
#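 System: 68-5-11 XiGFP fibroblast line | Buffer or medium: DMEM containing 5-aza-dC | Compound: Single point | Times: Compounds 3 days, fix/stain 15 min at room temperature | Benchmarks: Positive control ellipticine, 6 µM final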
# DENV2 CPE = DENV2-induced cell death inhibition; DENV2-infected cells, cytopathic effect rescue, plate reader; CPE inhibition, % at 9.99 µM; 350,000 tested, 1.7% active; in the data active = CPE inhibition above about 20%, passing the limit was not always enough; inconclusive = no clear call, values can overlap the other calls; tested in BHK-21 cells;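 note: 0% = median of neutral control wells and 100% = median of positive control wells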
# EWS-Fli inh = EWS/Fli transcriptional activity inhibition; AID 651661; A673 NR0B1-luciferase reporter, viability-normalised; inhibition, % at 12.6 µM; 350,000 tested, 0.67% active;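 active = mean inhibition of at least 50% after viability correction, with every replicate also passing that limit; inconclusive = mean reaches 50% but only one of two replicates passes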;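 note: firefly luciferase signal divided by Alamar Blue viability fluorescence both relative to DMSO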
# ERp5 inh = inhibitors of human ERp5; AID 651711; inhibition, % at 9.99 µM; Q15084; ERp5 insulin aggregation, absorbance 650 nm, 90 min; 350,000 tested, 0.05% active;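 active = mean replicate inhibition above about 25%, with every replicate also reaching it, limit read from the data, passing the limit was not always enough; inconclusive = only one of those two criteria met; inactive = neither criterion met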
# Target sequence (Q15084 whole entry, looked up): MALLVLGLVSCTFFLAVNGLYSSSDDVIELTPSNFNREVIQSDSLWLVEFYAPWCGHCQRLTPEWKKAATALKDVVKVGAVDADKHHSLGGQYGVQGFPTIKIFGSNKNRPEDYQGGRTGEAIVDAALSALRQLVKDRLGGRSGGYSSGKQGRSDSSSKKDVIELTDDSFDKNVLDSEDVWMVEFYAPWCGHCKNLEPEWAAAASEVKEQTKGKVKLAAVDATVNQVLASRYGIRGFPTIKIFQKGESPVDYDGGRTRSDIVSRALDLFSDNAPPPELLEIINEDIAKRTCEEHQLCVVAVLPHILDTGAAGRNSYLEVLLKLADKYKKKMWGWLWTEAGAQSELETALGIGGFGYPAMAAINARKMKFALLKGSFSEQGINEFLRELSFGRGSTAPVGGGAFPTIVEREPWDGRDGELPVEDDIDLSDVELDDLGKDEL
# GSIS activator = primary screen for activators of insulin secretion dependent on glucose, INS-1E cells, GLuc reporter luminescence | INS-1E GLuc reporter insulin secretion, 2-3 h | activation, % at 16.6 µM | 370,000 tested, 0.61% active;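 active = lowest replicate activation of at least 40%, so every replicate reaches that level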;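 note: 0% = median of neutral control wells and 100% = median of IBMX positive control wells; some compounds called inactive have numbers as strong as hits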
# F508del corr = correctors of CFTR F508del function in bronchial epithelial cells; CFBE cells, YFP halide quenching; stimulated with forskolin plus potentiator P3; % fluorescence drop versus neutral controls; activity (quench increase), % at 7.58 µM; 350,000 tested, 0.36% active;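 active = mean added fluorescence quench of at least 8% versus neutral control, with both replicates also reaching 8%; inconclusive = only one of the mean or replicate conditions met; inactive = mean below 8% and not both replicates reaching 8%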;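 note: cells transiently co-express mutant CFTR-F508del with the halide-sensitive YFP; corrector assay measuring rescue of mutant channel to the surface after 24 h compound exposure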
# Numbers without * were called inactive; ? = inconclusive; · = no result given.
SMILES,F508del corr,ARNT TACC3 PPI,ERp5 inh,DENV2 CPE,EWS-Fli inh,Xi reactivation,GSIS activator,PAX8 inh HTS
COCCN(Cc1nnc(-c2cccs2)o1)C(=O)c1cccc(S(=O)(=O)N2CCOCC2)c1,-2.8,-1.8,2.5,3.6,2.6,-0.1,9.9,6.6
C[C@H]1CN([C@@H](C)CO)C(=O)c2cc(NC(=O)C3CCCCC3)ccc2O[C@H]1CN(C)S(=O)(=O)c1ccc(Cl)cc1,1.3,7.6,2.0,6.3,-5.2,-0.6,-19.9,18.6
COc1ccc(-c2ccc([C@H]3[C@H](CO)N4C(=O)CN(C(=O)C5CCC5)C[C@@H]34)cc2)cc1,2.4,·,-0.3,-0.6,1.7,0.0,4.2,-14.0
C[C@H](CO)N1C[C@H](C)[C@@H](CN(C)S(=O)(=O)c2ccc(Cl)cc2)Oc2ccc(NC(=O)Nc3ccc(F)cc3)cc2CC1=O,-0.2,-6.2,-7.0,0.4,10.4,-0.1,-13.0,22.5
Cc1cccc(NC(=S)N2CCN(S(C)(=O)=O)CC2)c1,1.3,0.5,2.2,12.5,·,0.1,24.1,10.5
Cc1cccc(C)c1-n1c(SCC(=O)Nc2ccc(C(=O)O)cc2)nnc1-c1cccc(S(=O)(=O)N(C)C)c1,0.1,-9.5,1.7,3.1,12.6,0.0,3.8,1.5
O=C(COC(=O)c1cc(=O)c2ccccc2o1)NC1CCCCC1,-0.2,-10.2,4.3,1.4,2.2,0.1,5.8,-3.4
O=C(CN1C(=O)C2CC=CCC2C1=O)N1CCN(c2ccc([N+](=O)[O-])cc2)CC1 (configuration not stated),1.5,-4.5,-1.5,-1.3,-3.0,0.5,-2.4,-4.7
CCOC(=O)c1c(C)[nH]c(C(=O)COC(=O)[C@H](C)N2C(=O)C3CCCCC3C2=O)c1C (some centres not stated),-0.2,7.5,-5.9,1.8,-10.2,-0.1,-14.9,-2.2
O=C(COc1ccc(Cl)cc1Cl)Nc1cccnc1,1.7,-2.8,4.2,1.2,-69.0,1.5,-5.4,6.1
COCC(=O)N1[C@H](C(=O)N2CCCCC2)[C@@H](CO)[C@@H]2Cn3c(ccc(C4=CCCC4)c3=O)[C@@H]21,-0.8,-4.7,-5.7,2.2,-2.4,0.0,4.7,·
CN(C)CC(=O)N[C@@H]1CC[C@H](CC(=O)NCCN2CCCCC2)O[C@H]1CO,1.3,0.6,-7.2,-0.5,-2.1,0.5,23.6,-5.6
Nn1c(SCc2cc([N+](=O)[O-])cc3c2OCOC3)nnc1-c1cccnc1,2.6,-5.5,3.1,3.5,0.4,0.2,-2.3,2.5
CN1CCN(C(=O)C[C@H]2CC[C@H]3[C@@H](COC[C@H](O)CN3Cc3ccc(Oc4ccccc4)cc3)O2)CC1,-2.2,10.1,4.1,-0.9,18.0,-0.1,13.1,9.4
C[C@@H]1CN([C@H](C)CO)C(=O)Cc2cc(NS(C)(=O)=O)ccc2O[C@H]1CN(C)S(=O)(=O)c1ccccc1,-1.5,5.2,0.4,-3.5,0.0,0.5,26.5,-11.5
Nc1nc(CCl)nc(N(c2ccccc2)c2ccccc2)n1,0.5,·,8.4,-8.9,33.1,0.2,36.7,99.2*
O=C(CC(C(=O)c1ccccc1)c1ccccc1)c1ccccc1 (configuration not stated),3.8,-5.8,-4.3,-3.6,-5.3,0.1,14.2,·
O=C(NC(=S)N1CCN(c2ccc([N+](=O)[O-])cc2)CC1)c1ccco1,4.3,-2.2,2.7,0.6,-0.2,-0.1,8.4,-10.4
COc1ccc(/C=N/NS(=O)(=O)c2ccc(F)cc2)cc1COc1cc(F)ccc1[N+](=O)[O-],-0.1,6.6,21.4,1.6,0.4,0.0,15.2,-0.2
Cc1ccccc1-c1cnc2c(c1)C(=O)N([C@@H](C)CO)C[C@@H](C)[C@H](CN(C)C(=O)c1ccccc1)O2,-2.6,-3.6,·,-4.1,10.1,-0.2,2.6,12.0
COC(=O)c1ccc(Nc2nc3ccc(C)cc3n3cnnc23)cc1,0.8,-3.3,4.0,-4.7,-48.5,0.0,-1.7,-86.2
O=C(COC(=O)c1nsc(Cl)c1Cl)NC1CCCCC1,-3.3,-9.3,1.4,0.2,3.5,0.0,·,3.2
CCc1ccc(NC(=O)Nn2cnnc2)cc1,0.8,7.8,-4.1,-2.8,·,0.0,14.5,7.4
COc1ccccc1N1CCN(C(=O)COc2cc(C)ccc2C)CC1,·,-4.5,1.9,14.6,-8.9,-0.1,1.2,20.6
O=C(CN(Cc1ccccc1Cl)C(=O)CNS(=O)(=O)c1ccccc1)NCC1CCCO1 (configuration not stated),-0.9,-1.0,-0.4,5.3,2.0,0.1,0.5,7.3

# Next section.
SMILES,F508del corr,ARNT TACC3 PPI,ERp5 inh,DENV2 CPE,EWS-Fli inh,Xi reactivation,GSIS activator,PAX8 inh HTS
CNS(=O)(=O)c1cccc(C(=O)OCC(=O)Nc2sc3c(c2C#N)CCCCC3)c1,-3.6,2.8,3.9,10.5,-12.3,0.0,-6.5,-48.9
CC(C)CN1CCC(CN2C(=S)NC[C@@H]2Cc2ccccc2)CC1,-0.7,·,0.6,-5.5,-4.1,-0.1,-3.3,6.2
COc1cc(NC(=O)c2nn(C)c3c2CS(=O)(=O)c2ccccc2-3)cc(OC)c1,2.6,3.4,0.0,-3.5,·,0.0,18.7,13.9
O=C(CSc1ncnc2c1nnn2Cc1ccc(F)cc1)NC1CCCCC1,3.5,-0.3,5.2,·,12.0,0.0,5.0,0.8
COc1cc(Br)cc(C(=O)N2CCc3ccccc32)c1OC,4.2,·,-2.1,-1.1,8.1,0.1,17.9,20.5
COc1ccc(N(CCN2C(=O)c3ccccc3C2=O)C(=O)c2cccc([N+](=O)[O-])c2)cc1,·,·,-6.8,1.2,0.7,0.0,-13.2,-2.8
COc1ccc(Cl)cc1S(=O)(=O)N1CCCC(C(=O)NCc2ccccc2)C1 (configuration not stated),1.0,-5.2,-1.0,0.9,10.8,0.0,-28.8,0.5
Cc1[nH]c(=O)[nH]c(=O)c1/C=C/C(=O)OCC(C)C,·,-2.4,-9.3,-3.7,-3.3,0.3,12.3,10.7
Cn1c(SCC(=O)c2ccc(F)cc2)nnc1-c1ccccn1,-33.0,3.4,0.9,-0.3,-48.0,0.3,-3.9,-9.5
Nc1c(Cl)ncnc1Nc1ccc(C(=O)O)cc1,3.7,-1.4,-13.1,-3.9,-4.8,0.0,11.9,-11.5
N#C[C@H]1[C@@H](c2ccccc2C2=CCCCC2)[C@H](CO)N1C(=O)CN1CCOCC1,-1.1,·,0.4,43.0*,4.2,0.1,3.5,-13.0
O=C(Nc1ccccc1F)N1CCCCN2[C@H](CO)[C@H](c3ccc(C#Cc4ccccc4)cc3)[C@@H]2C1,0.7,-1.1,0.5,3.6,6.0,0.0,10.4,20.6
C[C@@H]1CN([C@@H](C)CO)C(=O)Cc2cc(NC(=O)Nc3ccc(F)cc3)ccc2O[C@@H]1CN(C)C(=O)Nc1cccc2ccccc12,1.2,-4.2,9.9,41.0*,5.7,-0.1,-6.2,20.2
CC1CCCCC1NC(=O)Cn1cnc2sccc2c1=O (configuration not stated),-1.4,2.8,-1.0,8.9,5.8,0.3,-3.5,-10.7
COCC#Cc1ccc2c(c1)O[C@H](CN(C)Cc1ccccc1F)[C@H](C)CN([C@H](C)CO)S2(=O)=O,-1.2,1.0,3.4,3.7,2.0,-0.7,-25.9,·
COc1ccc(C(C)(O)c2nc(-c3cncnc3)cs2)cc1 (configuration not stated),1.1,·,-5.0,-1.1,-6.2,-0.1,0.7,5.8
COc1ccc(C(=O)N/N=C(\C)c2ccccn2)cc1OC,-0.3,67.0*,3.2,1.0,·,0.0,18.8,69.7*
COc1ccc(OCC(=O)OCC(=O)N2C(C)CCCC2C)cc1 (configuration not stated),-0.1,20.3,-3.3,-6.0,-9.2,-0.1,5.9,-13.6
Cc1ccccc1OCC(=O)N/N=C/c1cccc(Oc2ccc([N+](=O)[O-])cc2[N+](=O)[O-])c1,·,1.3,·,·,·,0.0,-18.2,18.7
CC(C)CCN1C(=O)CCC1(C)C(=O)NC1CCCCCC1 (configuration not stated),2.3,-2.4,-7.6,-3.8,8.5,·,8.9,·
Cc1c(C2(O)CCCCC2)[nH]c2ccc(C(F)(F)F)cc12,4.1,3.5,-5.8,-2.3,-64.9,-0.1,-2.2,-20.5
Nc1c(N(Cc2ccco2)C(=O)c2ccc(Br)cc2)c(=O)[nH]c(=O)n1Cc1ccccc1,-3.9,-0.6,-3.7,2.1,5.4,0.4,0.5,3.0
COc1ccc(-c2ccc3c(c2)[C@H]2[C@H](CCN2S(=O)(=O)c2ccc(OC)cc2)[C@@H](CO)N3C)cc1,?,-2.1,1.3,3.7,54.7*,0.6,-1.3,79.4*
Fc1cccc(Cl)c1CSc1nnc(-c2ccncc2)o1,0.0,-26.1,1.5,-5.5,-76.2,0.0,-8.8,-127.1
CC(C)Cc1nnc(NC(=O)CCC(=O)N2CCN(c3ccc(F)cc3)CC2)s1,-0.2,3.3,·,-4.2,5.0,0.1,-12.8,0.2

# Going on with the list.
SMILES,F508del corr,ARNT TACC3 PPI,ERp5 inh,DENV2 CPE,EWS-Fli inh,Xi reactivation,GSIS activator,PAX8 inh HTS
COc1ccc(CN(C)C[C@H]2Oc3ccc(NC(=O)CCC(F)(F)F)cc3C(=O)N([C@H](C)CO)C[C@@H]2C)cc1,-2.7,-20.2,4.8,-0.3,0.8,-1.1,8.1,-5.6
C[C@H](CO)N1C[C@H](C)[C@@H](CN(C)C(=O)Nc2ccccc2)Oc2c(NC(=O)Cc3ccccc3)cccc2C1=O,-0.4,0.1,·,·,4.8,0.0,-1.2,22.6
CCOc1cc(C(=O)N(C)CC(=O)Nc2cccc3ccccc23)ccc1OC,-3.6,·,8.6,41.6*,6.4,0.0,56.6*,4.9
O=C(COC(=O)Cc1ccccc1F)NCCc1ccccc1,-1.1,·,-13.5,5.5,1.2,0.0,15.5,-4.6
Cc1csc(Nc2cccc3ccccc23)n1,-0.5,·,6.2,·,-12.6,0.3,-0.3,-3.9
Cc1nc(SCC(=O)N2CC(=O)Nc3ccccc32)nc(C)c1C,1.0,-5.0,-16.3,11.2,-10.7,0.0,10.7,0.6
CO[C@H]1CN(C)C(=O)c2cc(NC(=O)C3CCCCC3)ccc2OC[C@H](C)N(Cc2nccs2)C[C@@H]1C,-1.1,-0.1,2.5,-5.3,-7.2,0.5,-14.5,4.6
Cc1ccc(NC(=O)COC(=O)c2cc(=O)c3ccccc3o2)c(Br)c1,0.1,26.5,3.6,13.5,-1.7,0.0,-5.6,-17.8
CC12N=C3SCC(=O)N3[C@H](c3ccccc3O1)[C@H]2CO[Si](C)(C)C(C)(C)C,-0.3,-4.5,0.6,0.5,-1.6,·,·,6.1
COc1ccc(S(=O)(=O)N(C)C[C@@H]2Oc3ncc(C#CC(C)(C)O)cc3C(=O)N([C@H](C)CO)C[C@@H]2C)cc1,-0.3,-6.0,-12.3,-10.4,-12.7,-0.7,13.3,·
Cc1ccc(-c2cnc3c(c2)C(=O)N([C@H](C)CO)C[C@@H](C)[C@H](CN(C)S(C)(=O)=O)O3)cc1,-4.1,·,·,·,-13.9,-0.2,2.6,-11.4
O=C(COC(=O)c1cc(=O)[nH]c2ccccc12)c1ccc(Br)cc1,0.6,-8.3,4.9,-1.2,-15.1,0.1,1.6,22.7

# The order is random; overall some 4.2% were active at least once.
